High-throughput results (PubChem BioAssay)
CHO-K1 Ca antag = counter-screen for M1 antagonists: effect in parental CHO-K1 cells | ATP-induced calcium, Fluo-8 fluorescence | inhibition, % at 3 µM | actives 0.6% (n = 360,000);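 active = inhibition above a per-plate cutoff, the plate's mean sample inhibition plus 3 SD, cut at about 24% in these data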;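 note: 0% = DMSO plus EC80 ATP and 100% = DMSO alone without ATP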
CHO parental Ca = counter-screen for OX1R antagonists: effect in parental CHO cells; inhibition, % at 5.6 µM; parental CHO-K1, ATP-induced calcium, Fluo-8 fluorescence; actives 0.63% (n = 330,000);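 active = inhibition above that plate's mean sample inhibition plus 3 SD, cut at about 26% in these data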;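 note: 0% = ATP-challenged DMSO wells and 100% = DMSO wells without ATP; some compounds past the cut are filed as inactive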
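Material: Parental CHO cells | Reagent: ATP | Compound dosing: Single nominal dose of 5.6 µM per compound | Detection: Intracellular calcium via Fluo-8 no-wash fluorescent dye | Read-out: % inhibition of ATP-induced calcium mobilization | Benchmarks: Low control ATP plus DMSO, high control DMSO only | Replicates: Singlicate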
CHO-K1 Ca PAM = nonselective activator or artifact in parental CHO-K1 calcium assay; activation, % at 3 µM; actives 0.02% (n = 360,000); ATP EC20, Fluo-8 calcium fluorescence; 0% at ATP EC20, 100% at ATP max;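 active = activation above the run cutoff, the mean activation of all test compounds plus 3 SD, cut at about 40% in these data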;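 note: peak over basal fluorescence ratio in a 140 s read after ATP addition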
TAAR1 antag = antagonists of human TAAR1. Q96RJ0. CHO RD-HGA16 TAAR1, Fluo-8 calcium fluorescence, antagonist. inhibition, % at 3 µM. actives 1.5% (n = 360,000). AID 624466;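 active = inhibition above a per-plate cutoff, the mean inhibition of test compounds on that plate plus 3 SD, cut at about 49% in these data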;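 note: 0% = DMSO plus EC80 beta-PEA response and 100% = DMSO alone without agonist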
Target sequence (Q96RJ0 whole entry, looked up): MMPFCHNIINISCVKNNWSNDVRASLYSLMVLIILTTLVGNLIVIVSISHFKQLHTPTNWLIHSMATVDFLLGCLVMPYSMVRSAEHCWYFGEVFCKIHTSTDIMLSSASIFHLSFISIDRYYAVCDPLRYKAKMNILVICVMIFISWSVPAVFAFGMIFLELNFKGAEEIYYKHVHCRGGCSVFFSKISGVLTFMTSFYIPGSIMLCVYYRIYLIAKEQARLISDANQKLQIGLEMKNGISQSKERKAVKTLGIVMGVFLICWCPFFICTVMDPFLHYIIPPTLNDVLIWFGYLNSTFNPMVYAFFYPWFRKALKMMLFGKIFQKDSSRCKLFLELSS
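Test system – hTAAR1-expressing CHO RD-HGA16 cells, Gα16-coupled · Reagent – β-PEA at EC80 concentration, post-compound challenge · Compound dosing – 3 µM, single point · Timing – 140 s kinetic read after compound, 140 s after agonist · Detection – Fluo-8 intracellular calcium dye fluorescence, real-time kinetic reads · Control set – DMSO and EC80 PEA controls · Repeats – n of 1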
CHRM1 agonist = activates human CHRM1 receptor; P11229; CHO-K1 hM1, Fluo-8 calcium fluorescence, agonist mode; 0% DMSO, 100% acetylcholine EC100; activation, % at 3 µM; actives 0.33% (n = 360,000);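 active = activation above the run's mean compound activation plus 3 SD, cut at about 16% in these data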;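 note: peak over basal fluorescence ratio within a 140 s kinetic read after compound addition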
Target sequence (P11229 whole entry, looked up): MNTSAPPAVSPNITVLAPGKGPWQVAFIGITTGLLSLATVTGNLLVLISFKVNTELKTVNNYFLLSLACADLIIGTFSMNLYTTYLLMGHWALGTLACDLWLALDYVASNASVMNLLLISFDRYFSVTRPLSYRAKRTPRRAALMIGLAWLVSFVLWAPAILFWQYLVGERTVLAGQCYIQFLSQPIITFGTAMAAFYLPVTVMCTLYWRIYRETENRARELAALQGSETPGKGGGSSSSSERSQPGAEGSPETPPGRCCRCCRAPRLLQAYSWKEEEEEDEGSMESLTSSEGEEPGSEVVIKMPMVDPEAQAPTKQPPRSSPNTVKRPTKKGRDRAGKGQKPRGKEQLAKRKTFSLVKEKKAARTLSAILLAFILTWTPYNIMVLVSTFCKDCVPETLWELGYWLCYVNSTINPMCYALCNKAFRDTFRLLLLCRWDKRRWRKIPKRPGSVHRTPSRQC
M1 antag = human CHRM1 antagonism; P11229; CHO-K1 hM1, Fluo-8 calcium fluorescence, ACh EC80 antagonist; inhibition, % at 3 µM; actives 1.3% (n = 360,000); AID 588852;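 active = percent inhibition above its own plate's cutoff, namely the mean of that plate's compound wells plus 3 SD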;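 note: peak over basal fluorescence ratio during 140 s after agonist addition; 0% = ACh EC80 plus DMSO and 100% = DMSO alone without agonist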
OXTR potentiate = potentiates the human oxytocin receptor response. P30559. CHO-OTR cells, Fluo-8 calcium fluorescence, potentiator mode; 0% = oxytocin EC15, 100% = EC100. activation, % at 3 µM. actives 0.061% (n = 320,000);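 active = activation above that plate's cutoff, the mean activation of tested compounds plus 3 SD, cut at about 6.6% in these data, passing the limit was not always enough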;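 note: 100% uses oxytocin at 75 nM as the full agonist control; some results filed as inactive read as strong as hits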
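Replication – single well per compound, singlicate · Assay system – CHO cell line stably expressing human OTR · Timing – 6 min pre-incubation, 100 s read · Measure – normalized max/min fluorescence ratio, % activation · Doses – 3.0 µM, one dose · Detection – Fluo-8 calcium dye fluorescence · Probe or stimulus – oxytocin near EC15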
TAAR1 agonist = human TAAR1 agonism; activation, % at 3 µM; Q96RJ0; actives 0.99% (n = 360,000); CHO RD-HGA16 TAAR1, Fluo-8 calcium fluorescence; vehicle wells 0%, saturating PEA agonist 100%;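 active = activation above the mean activation of all test compounds in the run plus 3 SD, cut at about 38% in these data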
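Repeats: no replicates (n 1) | Material: CHO-derived RD-HGA16 cells with stable Gα16 and human TAAR1 | Technique: Kinetic Fluo-8 calcium fluorescence | Schedule: 17-24 h seeding, 75 min 37 °C dye, 30 min RT | Evaluation: % activation from peak over basal fluorescence ratio, DMSO-to-PEA scaled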
CHO-K1 Ca ag = M1 agonist counterscreen hit in parental CHO-K1 cells. Fluo-8 calcium fluorescence; scaled to maximal ATP response, vehicle zero. activation, % at 3 µM. actives 0.48% (n = 360,000). AID 602248; in the data active = activation above about 15%;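 note: untransfected CHO-K1 host cells lacking M1 receptor as counterscreen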
The depositor's hits bear a star; . = no result given. Compounds as they come (roughly 4.2% active in at least one column).

molecule	CHO-K1 Ca antag	M1 antag	OXTR potentiate	CHO-K1 Ca ag	TAAR1 agonist	CHO-K1 Ca PAM	CHRM1 agonist	TAAR1 antag	CHO parental Ca
Clc1ccc(CSc2ncnc3c2ncn3C2CCCCO2)cc1 (stereo not drawn)	2	8	.	1.4	64*	-3	1	37	.
O=C(N/C(=C\c1ccco1)C(=O)N1CCCC1)c1ccccc1	-8	-16	-5	0.1	4	0	1	-3	-14
O=C1[C@H]2[C@@H](c3ccc(F)cc3)N3C(=O)N(c4ccc(Br)cc4)C(=O)[C@@]3(Cc3ccc(Cl)cc3)[C@H]2C(=O)N1C1CCCCC1	-1	3	3	-0.2	1	-1	-3	-15	-24
COc1ccc(NC(=O)c2ccc3ccccc3c2OC)cc1	-4	3	-7	22*	4	11	-3	-7	-12
Cc1ccc(CN2CC(C(=O)N3CCN(S(=O)(=O)c4cccc(F)c4)CC3)CC2=O)cc1 (stereo not drawn)	-7	-14	-4	0.4	3	2	-1	-15	-2
Cc1ccc(C(=O)COC(=O)[C@@H](NC(=O)c2ccco2)C(C)C)s1	-13	-2	-5	-0.4	2	0	3	-9	-4
COCCCNC(=O)COc1cc(C)c(Cl)c(C)c1	-8	-10	-12	0.8	8	18	-3	15	-2
CCOc1ccc(Cn2c(O)cc(=O)[nH]c2=O)cc1	-7	1	-13	0.5	7	9	-2	6	14
CN(c1cc2c(c3c1ccn3C)C1CCC2C1)C1CCCCC1 (stereo not drawn)	-13	-16	.	-0.1	14	3	-6	-35	.
O=C1c2ccccc2C(=O)N1CC(O)Cn1nnc2ccccc21 (stereo not drawn)	-16	-9	2	0.7	8	25	0	3	3
Cc1ccc(NC(=O)N2Cc3ccccc3CC2C(=O)NC(C)(C)C)cc1 (stereo not drawn)	-11	16	-15	-0.3	8	8	-4	11	-20
Cc1cc(C)c(S(=O)(=O)NCC23C=CC(O2)C2C(=O)N(c4ccccc4)C(=O)C23)c(C)c1 (stereo not drawn)	-12	-6	-3	0.9	4	15	-3	6	-23
COc1cc([N+](=O)[O-])ccc1NC(=O)/C=C\C(=O)O	-11	-4	-4	0.2	-1	8	-6	19	-3
O=C(Nc1cccc(F)c1)c1ccco1	5	-1	0	0.2	5	-25	-4	-7	0
CC(=O)c1cccc(NC(=O)NCc2ccco2)c1	20	0	1	0.0	9	-5	-5	1	-16
COc1ccc(C(C)=O)cc1COC(=O)CCCN1C(=O)c2ccccc2C1=O	18	7	-15	2.0	3	-21	-2	22	-30
O=C(COC(=O)/C=C/c1ccccc1)NCc1ccc2c(c1)OCO2	-8	-6	-6	1.9	4	6	-2	4	-4
O=C(CC[C@H]1O[C@@H](n2cnc3c(NC(=O)c4ccccc4)ncnc32)[C@H](O)[C@@H]1O)NCc1nc2ccccc2[nH]1	-12	-11	.	0.8	0	6	-5	-7	.
Cc1cc2oc(=O)cc(CN3CCCCCCC3)c2cc1Cl	-19	-22	.	0.9	0	15	-6	-13	.
COc1ccc(-c2noc(-c3ccccc3-c3ccccc3)n2)cc1	-3	-9	5	0.5	4	2	-4	-6	-17
CCCn1nc2cc(C(=O)NCCCCc3ccccc3)ccc2c1OCC	-12	-1	-3	-0.2	8	23	-7	9	-22
COCCOc1cc(Nc2nnc(C(F)(F)F)s2)c(Cl)cc1Cl	11	-11	-9	9.2	7	14	5	5	3
COc1ccc(CCNC(=O)c2cccc(S(=O)(=O)N3CCCCC3)c2)cc1	-15	14	2	4.9	3	22	-3	-22	-14
CCn1nc(NS(=O)(=O)c2ccccc2[N+](=O)[O-])c2cc3cccc(C)c3nc21	-8	-6	-3	1.2	-5	11	-5	-22	-6
COc1ccc([C@@H]2[C@@H](C)N(c3ccccc3)c3ccccc3C(=O)N2Cc2ccccc2)cc1	-8	2	.	0.3	0	8	-5	-8	.
COCC(=O)N(Cc1cc2cc(OC)ccc2[nH]c1=O)c1ccccc1OC	-9	-10	-13	0.6	-1	16	-1	-7	-13
O=C(Nc1ncnc2c1C(c1ccccc1)c1c(ccc3ccccc13)O2)c1ccccc1 (stereo not drawn)	-13	5	-8	0.6	10	18	-4	4	-34
Cc1cc(NCCCn2ccnc2)n2nc(-c3ccc(F)cc3)cc2n1	-15	0	2	0.2	-1	10	-11	0	-20
CC(C)(C)c1cc(NC(=O)CCSc2nnc3ccccn23)cc(C(C)(C)C)c1	-6	-8	-6	0.3	7	16	-6	-10	-14
Cc1c([C@@H]2C[C@H]3CN(Cc4cccc(Cl)c4)C(=O)[C@]34CCCN24)cnn1C	1	-7	-14	1.6	-2	1	-14	-9	-19
O=C(Nc1ccc(Cl)cc1)Nc1nnc(/C=C/c2ccccc2)s1	-4	-12	-4	1.0	1	11	1	-6	1
Clc1cccc(Cl)c1OCCOCCNCc1ccccc1	-6	0	-5	5.9	8	4	-6	-5	-15
COc1ccc(S(=O)(=O)NC(CC(=O)NCC2CCCO2)c2ccco2)cc1 (stereo not drawn)	-8	-8	-14	0.3	20	12	-3	-4	-20
COC(=O)Cc1cc(=O)[nH]c(Nc2nc3ccccc3o2)n1	11	2	-7	-0.2	-2	-3	-1	-10	-8
COC(=O)CNC(=O)C12CC3CC(C1)CC(c1ccc(C)cc1)(C3)C2	-5	-4	-3	0.8	0	10	-4	-25	13
CCCc1nnc(NC(=O)CCC(=O)NCCc2ccc(OC)c(OC)c2)s1	-9	-7	-1	-0.2	1	15	-4	-20	0
CSCC[C@@H](C(=O)NCCCCCCCCCCC(=O)N1CCN(C(=O)OC(C)(C)C)CC1)n1cc(CCO)nn1	-14	9	-14	7.7	20	-2	-7	50*	-6
Fc1ccc(-c2nnc(-c3ccc4ccccc4c3)o2)cc1	-11	-18	.	-0.2	2	6	-3	17	.
CCN(c1cccc(C)c1)c1ncnc2nc[nH]c12	-7	0	2	0.1	1	1	0	-22	2
Cc1ccsc1/C=N/NC(=O)c1nnn(-c2nonc2N)c1CN(C)c1ccccc1	0	6	-13	9.2	7	-6	-1	49*	-4
O=C(OCc1nnn(Cc2ccccc2)c1-c1c(COC(=O)c2ccccc2)nnn1Cc1ccccc1)c1ccccc1	-7	19	-7	1.9	.	10	1	.	8
COc1ccccc1CCNC(=O)C(=O)c1cn(CC(=O)N2CCCC2)c2ccccc12	-11	-6	-10	2.1	7	21	-5	-1	-8
CN(C)c1cccc(C(=O)Nc2nc3ccccc3[nH]2)c1	-7	11	-13	3.7	2	-6	-5	21	0
CCCc1ccc(-c2ccc(/C=C/C(=O)O)cc2)nc1	-8	-1	-9	0.7	2	16	1	-1	4
CCOCCCn1c(SCC(=O)Nc2cc(C(C)(C)C)nn2-c2ccccc2)nc2ccccc2c1=O	-10	-14	-1	0.2	2	21	-9	-5	-20
Cc1ccc(CNC(=O)C2CC(c3ccc(C(F)(F)F)cc3)=NO2)o1 (stereo not drawn)	-7	3	-4	1.7	2	18	0	5	62*
CC(NC(=O)c1cccc(Cn2cc([N+](=O)[O-])cn2)c1)c1ccc(C(C)(C)C)cc1 (stereo not drawn)	8	10	-10	1.8	16	-10	-10	26	-3
Cc1csc(NC(=O)c2c(-c3ccccc3)noc2C)n1	-16	-12	-4	8.8	-1	22	-3	-7	-13

Three structures already listed, ordered by molar mass, highest first.
molecule	CHO-K1 Ca antag	M1 antag	OXTR potentiate	CHO-K1 Ca ag	TAAR1 agonist	CHO-K1 Ca PAM	CHRM1 agonist	TAAR1 antag	CHO parental Ca
Cc1ccsc1/C=N/NC(=O)c1nnn(-c2nonc2N)c1CN(C)c1ccccc1	0	6	-13	9.2	7	-6	-1	49*	-4
Fc1ccc(-c2nnc(-c3ccc4ccccc4c3)o2)cc1	-11	-18	.	-0.2	2	6	-3	17	.
CN(C)c1cccc(C(=O)Nc2nc3ccccc3[nH]2)c1	-7	11	-13	3.7	2	-6	-5	21	0

(further entries)
molecule	CHO-K1 Ca antag	M1 antag	OXTR potentiate	CHO-K1 Ca ag	TAAR1 agonist	CHO-K1 Ca PAM	CHRM1 agonist	TAAR1 antag	CHO parental Ca
N/C(=N/O)C(c1ccccc1)c1ccccc1	-6	2	-12	0.8	8	20	-7	-1	-6
CC(=O)N1N=C(c2ccc3ccccc3c2)OC12CCCC2	-7	-16	2	0.7	15	6	6	-31	-7
Nc1ccc2nc(SCC(=O)N3CCOCC3)sc2c1	-2	1	-2	-0.3	11	12	-5	8	-16
COc1ccc(NC(=O)[C@@H]2CC=C[C@@H]3CCN(C4CCCCC4)C(=O)[C@@H]32)cc1	6	-5	-12	-0.7	8	-18	-6	13	-24
CSc1ccccc1C(=O)Nc1nc2ccccc2[nH]1	-3	6	-11	3.2	3	0	-2	-4	2
COC(=O)[C@]1(Cc2ccccc2)N[C@H](CN(C)S(=O)(=O)c2ccc(C(C)(C)C)cc2)[C@@H]2C(=O)N(Cc3ccccc3)C(=O)[C@@H]21	-4	-11	-9	0.3	0	-6	-2	-18	-23
CCOc1ccc(NC2=NCC(=O)N2Cc2cccs2)cc1	-10	-4	1	0.5	7	14	-4	-6	-17
O=C(NC1CCN(Cc2ccccc2)CC1)c1ccc(CS(=O)c2ccc(F)cc2)o1 (stereo not drawn)	-12	-2	-2	1.4	1	4	-5	-15	-23
Cc1ccc(C(=O)COC(=O)CN2C(=O)C3C4CCC(C4)C3C2=O)cc1[N+](=O)[O-] (stereo not drawn)	9	-1	-11	3.2	4	-13	-7	-8	-9
CC(=O)c1ccc(N2CCN(C(=O)Nc3ccc(C(C)C)cc3)CC2)cc1	-8	4	-14	14	11	9	-2	26	1
Cc1ccc(C(=O)Nc2ccc3c4c(cccc24)CC3)cc1[N+](=O)[O-]	0	-9	-10	0.2	2	4	-7	-3	-24
O=C(O)CCC(=O)N1CCc2cc(S(=O)(=O)N3CCCCC3)ccc21	-11	-2	-7	0.0	.	8	-3	.	-1
COc1cc2c3c(c1)-c1c(sn(-c4cc(OC)ccc4OC)c1=S)C(C)(C)N3C(=O)C2=O	-5	-10	-1	0.1	10	13	-7	-14	-9
COc1cccc(NC(=O)c2ccc3nsnc3c2)c1	-12	2	-7	0.9	-1	9	-4	16	-5
N#CCCN(C(=O)COC(=O)CNC(=O)C12CC3CC(CC(C3)C1)C2)c1ccccc1	1	-10	-7	6.4	0	2	-2	-14	-6
